Vif-APOBEC3G blk – qHTS for Inhibitors of Vif-A3G Interactions: qHTS | DNA dC->dU-editing enzyme APOBEC-3G (Homo sapiens), Q9HC16 | HeLa A3G-eYFP + Vif (tagged APOBEC3G with the HIV-1 protein that degrades it), YFP fluorescence, overnight | Potency, µM (highest dose often 46.1 µM), without a hit: at the highest dose activity, negative = active, hits mostly inhibitors | actives 0.076% (n = 410,000) | AID 602310, 2012;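 further: potency means the concentration at half of the fitted maximal effect; on the % scale 0 is the no-effect control and ±100 the full control effect; nearly all actives have a fitted effect of over 60% in size; hits raise eYFP signal because A3G escapes Vif-driven loss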
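Read-out is eYFP fluorescence (Ex 488/Em 500-530) from Vif-expressing HeLa A3G-eYFP cells; more signal means A3G escaped Vif-mediated degradation. Cells plated overnight, compound pinned in, incubated overnight at 37 deg C.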
LDHA inh – qHTS assay for inhibitors of human lactate dehydrogenase | AID 1347041, 2019 | activity change, % (values are at about 110 or 230 µM) | L-lactate dehydrogenase A chain (Homo sapiens), P00338 | actives 0.15% (n = 480,000) | purified LDHA, NADH/diaphorase-resazurin fluorescence; hits give low values; in the data active means activity change below about -30%; inconclusive means mostly about -25% to -30%;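 further: plate controls were DMSO wells for no effect and wells without enzyme for full effect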
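LDH5 2 nM; NADH 0.06 mM, pyruvate 0.2 mM; 200 mM Tris pH 7.4, EDTA, Tween-20; 5 min RT. Detection: diaphorase 0.133 mg/mL + resazurin 37 µM, fluorescence ex540/em590 at 0 and 20 min; normalized to enzyme-free and DMSO wells.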
D1 ag – Allosteric Agonists of the Human D1 Dopamine Receptor: qHTS; activation, % at 2 µM; HEK293 T-REx D1 cells, calcium flux, agonist mode; D(1A) dopamine receptor (Homo sapiens), P21728; actives 1% (n = 360,000); in the data active means activation above about 30%; further: 0% is about no effect
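Inducible HEK293 T-REx D1 cells, force-coupled to calcium signalling, were plated at 4000 cells/well with tetracycline and held overnight at 30 C. After no-wash calcium dye loading, compound-evoked calcium rise over 180 s flagged agonists.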
D2 PAM – HTS Assay for Positive Allosteric Modulators of the Human D2 Dopamine Receptor: Primary Screen for Potentiators; HEK293 T-REx D2, calcium flux, EC20 dopamine potentiation; potentiation, % at 10 µM; actives 0.34% (n = 340,000); AID 485347, 2010;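 active means potentiation over 3 SD above the plate norm, cut at about 30% in these data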; further: 0% is about no effect
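Potentiation of an EC20 dopamine calcium response measured kinetically over 180 s, after a preceding 180 s compound-only read flagging agonists. Cells: inducible Hek293 Trex D2 line, 4000/well, cultured overnight at 30 C before dye loading.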
Glioma ERSR ind – qHTS for Inducers of the Endoplasmic Reticulum Stress Response (ERSR) in Human Glioma: qHTS | U87-MG GRP78 promoter luciferase reporter, 16 h | Potency, µM, without a hit: top-dose activation, actives largely listed as activators | actives 0.02% (n = 420,000) | AID 602332, 2012; further: potency means the concentration at half of the fitted maximal effect; series mostly up to about 76 µM; % of control where 0% means no effect; nearly all actives have a fitted effect of over 35% in size
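Stably transfected U87-MG glioma cells carrying a GRP78-based luciferase sensor; 16 h compound incubation. Luminescence end-point read 10 min after Bright-Glo addition at room temperature.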
RXFP1 agonist – qHTS Assay for Agonists of the Relaxin Receptor RXFP1 | Relaxin receptor 1 (Homo sapiens), Q9HBX9 | actives 0.3% (n = 370,000) | Potency, µM (series often up to 57.5 µM), for inactives: at the highest dose activation, hits mostly activators | HEK293T-RXFP1 cAMP TR-FRET, 30 min; response scale: percent of porcine relaxin response, buffer zero; further: potency means the concentration at half of the fitted maximal effect; on the % scale 0 is the no-effect control and ±100 the full control effect; nearly all actives have a fitted effect of over 60% in size; many of its hits are not listed in these tables
Target sequence (Q9HBX9 whole entry, looked up): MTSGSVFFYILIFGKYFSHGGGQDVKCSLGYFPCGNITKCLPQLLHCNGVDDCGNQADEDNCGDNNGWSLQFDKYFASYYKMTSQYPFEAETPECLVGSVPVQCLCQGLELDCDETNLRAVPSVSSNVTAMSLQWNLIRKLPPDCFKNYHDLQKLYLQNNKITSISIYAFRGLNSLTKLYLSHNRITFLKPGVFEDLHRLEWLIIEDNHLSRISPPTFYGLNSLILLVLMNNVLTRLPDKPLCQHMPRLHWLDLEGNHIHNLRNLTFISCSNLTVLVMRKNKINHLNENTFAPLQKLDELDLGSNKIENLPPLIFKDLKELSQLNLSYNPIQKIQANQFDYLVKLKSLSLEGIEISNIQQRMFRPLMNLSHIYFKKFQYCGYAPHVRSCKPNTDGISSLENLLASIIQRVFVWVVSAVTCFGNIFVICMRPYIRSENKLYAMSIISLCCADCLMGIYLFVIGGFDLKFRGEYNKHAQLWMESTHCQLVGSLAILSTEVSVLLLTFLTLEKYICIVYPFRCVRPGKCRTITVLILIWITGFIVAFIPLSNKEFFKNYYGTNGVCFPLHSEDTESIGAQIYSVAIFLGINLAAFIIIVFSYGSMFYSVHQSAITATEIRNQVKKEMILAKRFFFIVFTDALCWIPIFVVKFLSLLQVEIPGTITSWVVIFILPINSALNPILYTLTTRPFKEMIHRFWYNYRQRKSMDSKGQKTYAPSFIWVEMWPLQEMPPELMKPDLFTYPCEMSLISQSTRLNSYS
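cAMP rise read by TR-FRET after 30 min, 37C compound exposure (up to 58 uM) in RXFP1-transfected HEK293 cells with Ro 20174 present. EC50 from Hill-equation fits, with 29 nM porcine relaxin as 100% and buffer as basal.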
Vif-A3F inh – qHTS for Inhibitors of Vif-A3F Interactions: qHTS; Potency, µM (series often up to 46.1 µM), for inactives: at the top dose activity, negative = active; actives 0.2% (n = 390,000); HeLa A3F-eYFP + Vif (tagged APOBEC3F with the HIV-1 protein that degrades it), YFP fluorescence increase; further: potency means the concentration at half of the fitted maximal effect; % of control where 0% means no effect; nearly all actives have a fitted effect of over 65% in size
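HeLa cells stably expressing Vif plus C-terminally eYFP-tagged A3F were seeded, incubated overnight at 37 deg C, dosed with compound, incubated overnight again at 37 deg C. Yellow fluorescence (Ex 488/Em 500-530) reported blocked Vif-mediated A3F-eYFP degradation.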
D1 antagonist – Antagonist of Human D 1 Dopamine Receptor: qHTS; D(1A) dopamine receptor (Homo sapiens), P21728; HEK293 TREx D1 cells, calcium flux, dopamine EC80; hits give low values; activity change, negative = inhibition, % at 10 µM; actives 3.2% (n = 360,000); AID 504652, 2011; in the data active means activity change below about -30%; further: on the % scale 0 is the no-effect control and ±100 the full control effect
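After overnight tetracycline induction at 30 C, force-coupled D1 HEK293 cells took up a no-wash calcium dye at room temperature. Compounds were added and monitored 180 s, and the response to EC80 dopamine was then recorded.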
D1 PAM – Potentiators of Human D1 Dopamine Receptor: qHTS; actives 0.036% (n = 360,000); D(1A) dopamine receptor (Homo sapiens), P21728; potentiation, % at 10 µM; HEK293 TREx D1 cells, calcium flux, dopamine EC20 potentiation; in the data active means potentiation above about 30%; further: 0% is about no effect
* hit, by the source's call; ? = inconclusive; . = not tested or not shown; & = joins results of further samples. Unless noted, the call rests on the fitted dose curve; in most records, active means well fitted curve in the direction sought with a large enough effect; inconclusive means small, poorly fitted or top-dose-only effect, or another doubt; inactive means no such curve, though single readings can be large; an effect the other way counts as inactive or inconclusive.

| SMILES | Vif-APOBEC3G blk | LDHA inh | D1 ag | D2 PAM | Glioma ERSR ind | RXFP1 agonist | Vif-A3F inh | D1 antagonist | D1 PAM |
| --- | --- | --- | --- | --- | --- | --- | --- | --- | --- |
| O=C(Nc1cc(-c2nc3ncccc3o2)ccc1Cl)c1cccs1 | ? | -10.2 | 0.6 | 3.5 | -1.8% | 4.3% | -8.9% | -3.2 | 0.2 |
| C/C(=N\S(=O)(=O)c1ccc(C)cc1)N1CCN(S(=O)(=O)c2ccccc2)C1C(C)C (centres undefined) | -8.9% | -1.6 | 1.8 | 2.6 | -3.4% | 0.5% | 0.3% | -8.2 | -6.4 |
| Cc1ccccc1-n1nc2c(c1NC(=O)/C=C\c1ccc3c(c1)OCO3)CSC2 | 0.2% | -3.4 | -1.8 | . | -0.3% | 0.1% | -0.3% | -1.8 | -5.7 |
| OCCc1c[nH]c2ccc(C(F)(F)F)cc12 | 1.4% | 0.0 | 2.8 | . | -2.5% | 0.2% | 5.7% | -23.0 | -8.5 |
| Cc1nc(SCC(=O)Nc2ccccc2C(F)(F)F)c2c(=O)n(C)c(=O)n(C)c2n1 | -8.0% | 5.2 | . | . | -1.1% | . | -4.7% | . | . |
| CN1c2cc(Cl)ccc2-c2nc(SCC(=O)Nc3ccc(F)cc3F)ncc2S1(=O)=O | -3.9% | -2.0 | 6.4 | -0.2 | -2.4% | 31.6µM* | -0.8% | 25.9 | -0.1 |
| COc1ccc(OC)c(NC(=O)c2cccn2-c2nnc(N3CCCCC3)s2)c1 | -2.2% | 7.5 | 2.0 | -25.0 | 2.8% | 0.0% | -5.7% | -6.5 | 0.1 |
| COc1cccc(CNC(=O)CN(C)S(=O)(=O)c2ccc3c(c2)n(C)c(=O)c(=O)n3C)c1 | -4.8% | -11.5 | 1.4 | . | -5.5% | 11.0% | -4.8% | -4.7 | 3.8 |
| Cc1csc(SCCn2c(N3CCCC3)nc3c2c(=O)[nH]c(=O)n3C)n1 | 1.0% | -2.2 | 1.5 | -7.6 | -0.4% | 1.0% | -5.7% | 3.2 | -3.9 |
| NNC(=O)c1ccc(CSc2cccc3cccnc23)cc1 | 4.3% | -6.0 | 4.3 | 4.5 | -1.5% | 3.7% | -1.6% | 7.9 | 5.7 |
| NS(=O)(=O)c1ccc(CCNC2CC(=O)N(Cc3ccccc3)C2=O)cc1 (centres undefined) | 1.4% | -2.2 | 1.3 | -3.1 | -2.8% | 0.7% | 1.8% | -6.0 | -0.9 |
| COc1ccc(/C=N/NC(=O)CN(c2ccc(OC)cc2)S(=O)(=O)c2ccccc2)cc1 | -3.9% | -4.7 | 2.3 | -3.9 | -2.3% | -2.0% | 8.0% | -14.6 | -3.1 |
| CCC1(Cc2ccccc2)NC(=O)c2ccccc2O1 (centres undefined) | 2.2% | -1.1 | 2.5 | -0.1 | -5.7% | -1.0% | 11.2% | 11.2 | -3.1 |
| O=C(COC(=O)C12CC3CC(CC(O)(C3)C1)C2)NCCc1ccc(Cl)cc1 | -0.5% | -3.7 | 1.1 | -0.6 | -3.8% | -0.6% | 7.6% | -40.3* | -13.8 |
| COc1ccccc1N(CC(=O)NC1CCCC1)S(=O)(=O)c1cccc(C(F)(F)F)c1 | -0.2% | 0.9 | 2.3 | 1.2 | -2.4% | -0.4% | -10.7% | -5.1 | 1.5 |
| O=C(CSCc1c(Cl)cccc1Cl)NN=C1CCCC1 | -1.7% | -7.9 | -1.6 | -2.0 | -5.7% | -0.9% | 3.9% | 18.4 | 3.4 |
| COc1ccc(CNC(=O)CN(C)S(=O)(=O)c2ccc3nc(C)sc3c2)cc1 | . | -5.8 | -0.4 | 3.2 | . | 0.9% | . | 3.7 | -2.5 |
| COC(=O)c1ccc(N2CCN(C)CC2)c(NC(=O)c2ccc(-c3ccc(Cl)cc3)o2)c1 | -6.1% | -4.1 | 2.0 | -3.3 | -6.0% | 4.2% | 1.5% | -5.7 | -6.6 |
| Cc1ccc(S(=O)(=O)n2ccc(=O)[nH]2)cc1 | 2.2% | -12.7 | 3.0 | -12.6 | -4.8% | 0.2% | -2.2% | 12.3 | 4.9 |
| CCCCN(CC)C(=O)C1CCCN(c2ncnc3onc(C)c23)C1 (centres undefined) | 2.9% | -4.9 | 21.2 | -5.4 | -0.1% | 7.2% | -7.3% | -26.0 | -1.2 |
| CCCOC(=O)C1=C(C)NC2=C(C(=O)CCC2)C1c1ccc(N(C)C)cc1 (centres undefined) | -7.6% | 3.1 | 2.1 | 7.2 | -3.3% | 2.3% | 0.7% | 4.1 | 14.8 |
| Cc1cccc(C(=O)OCc2cc(=O)n3nc(C4CC4)sc3n2)c1 | 3.6% | 1.3 | 8.1 | 16.4 | -1.7% | 3.5% | 3.9% | -30.7* | -6.5 |
| CCN(CC)S(=O)(=O)c1cccc(NC(=O)C2SC(=Nc3ccc(C)cc3C)C(C(=O)NC(C)COC)=C2N)c1 (centres undefined) | 0.2% | -6.1 | 5.5 | -4.3 | -5.3% | 0.3% | . | 1.8 | -4.8 |
| CN(C)c1ncnc2c1NC1=C(S2)C(=NCCCC(=O)O)CC(C)(C)C1 | -10.1% | 7.8 | 1.9 | -1.6 | -2.6% | 5.3% | 7.8% | -17.9 | 2.0 |
| CCOC(=O)C1(C(=O)O)NC(=O)CC1c1ccccc1 (centres undefined) | 1.5% | -5.6 | 2.9 | 7.1 | -4.3% | -1.0% | 1.9% | 12.0 | 9.4 |
| CC(C)CC(=O)Nc1ccc(N2CCOCC2)cc1 | -3.5% | 0.6 | 0.1 | 1.1 | -0.6% | -1.7% | 4.9% | 11.2 | 5.2 |
| CCC(C)(C)NC(=O)CN(Cc1cccs1)C(=O)CCC(=O)Nc1nccs1 | 2.3% | -2.8 | 0.4 | 0.4 | 0.2% | 3.2% | 1.3% | 22.4 | -4.8 |
| CC(=O)Nc1ccc(S(=O)(=O)N(C)c2ccc(OCC(=O)NCCc3ccccc3F)cc2)cc1 | 0.9% | -7.0 | . | . | 0.8% | . | -11.4% | . | . |
| O=C1c2ccccc2-c2ncnc3c(N4CCOCC4)cc(N4CCOCC4)c1c23 | -13.9% | 2.9 | 0.8 | . | -2.8% | 0.8% | -12.0% | 29.1 | -0.3 |
| CCc1ccccc1NC(=O)NNC(=O)CCc1ccccc1 | 0.7% | -7.0 | 6.1 | -1.0 | 1.1% | 1.4% | 1.6% | 6.8 | -3.7 |
| O=S1(=O)CCOCCCN1Cc1ccccc1F | 2.7%&-0.7% | -7.7 | 1.8 | 0.9 | -3.5%&-4.6% | 0.1% | 2.0% | -2.7 | -1.2 |
| Cc1cc(C)c(NC(=O)c2ccc(S(=O)(=O)N(C)C)cc2)c(C)n1 | 2.0% | -1.9 | 2.7 | 1.2 | -4.1% | 2.9% | -2.8% | 0.9 | -3.2 |
| CCOc1ccc(NC(=O)CNC(=O)c2cccs2)cc1 | -3.4% | -7.1 | -0.9 | -6.4 | 5.1% | 2.7% | 11.4% | . | 0.5 |
| Cc1[nH]c2ccc(C(=O)OC(C)C(=O)NC3(C#N)CCCCC3)cc2c1C (centres undefined) | 0.5% | 2.8 | 1.1 | 19.6 | -2.7% | -1.1% | -11.5% | -12.3 | 2.8 |
| O=C(CCN1CCCC1Cc1ccccc1)c1ccc2c(c1)OCCO2 (centres undefined) | -25.8% | 1.1 | 6.6 | -27.6 | -13.3% | 0.3% | 3.8% | -11.9 | -9.6 |
| O=C(O)CCSc1nnc(COc2ccc(Cl)cc2)n1-c1ccccc1 | 3.0% | -4.1 | 3.5 | 15.4 | -2.3% | 0.1% | -6.6% | 10.6 | 7.0 |
| COc1ccc(NC(=S)SC)cc1OC | -9.3% | 0.4 | 1.4 | -2.0 | 0.8% | 0.9% | -0.6% | 9.5 | 6.0 |

In another format: six of the compounds above
Results follow in this order: Vif-APOBEC3G blk | LDHA inh | D1 ag | D2 PAM | Glioma ERSR ind | RXFP1 agonist | Vif-A3F inh | D1 antagonist | D1 PAM
- O=S1(=O)CCOCCCN1Cc1ccccc1F
 : 2.7%&-0.7% | -7.7 | 1.8 | 0.9 | -3.5%&-4.6% | 0.1% | 2.0% | -2.7 | -1.2
- Cc1cc(C)c(NC(=O)c2ccc(S(=O)(=O)N(C)C)cc2)c(C)n1
 : 2.0% | -1.9 | 2.7 | 1.2 | -4.1% | 2.9% | -2.8% | 0.9 | -3.2
- CCOc1ccc(NC(=O)CNC(=O)c2cccs2)cc1
 : -3.4% | -7.1 | -0.9 | -6.4 | 5.1% | 2.7% | 11.4% | . | 0.5
- Cc1[nH]c2ccc(C(=O)OC(C)C(=O)NC3(C#N)CCCCC3)cc2c1C (centres undefined)
 : 0.5% | 2.8 | 1.1 | 19.6 | -2.7% | -1.1% | -11.5% | -12.3 | 2.8
- O=C(CCN1CCCC1Cc1ccccc1)c1ccc2c(c1)OCCO2 (centres undefined)
 : -25.8% | 1.1 | 6.6 | -27.6 | -13.3% | 0.3% | 3.8% | -11.9 | -9.6
- O=C(O)CCSc1nnc(COc2ccc(Cl)cc2)n1-c1ccccc1
 : 3.0% | -4.1 | 3.5 | 15.4 | -2.3% | 0.1% | -6.6% | 10.6 | 7.0

Screening data from PubChem.

The list is partial; count on the stated rates, not on these rows.
